Autophagy HCS – modulators of autophagy | AID 463193 | MEF GFP-LC3 puncta imaging; test concentration mostly 10 µM | calls only at 10 µM (by protocol) | 190,000 tested, 0.98% active;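 active = percentage of spot-positive cells more than 3 SD above its plate mean, without a fluorescence outlier flag or 80% toxicity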;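 also: spot-positive cell cutoff set from DMSO-treated cells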
b-catenin transl – modulators of beta-catenin nuclear translocation; HeLa beta-catenin nuclear translocation, immunofluorescence imaging; nuclear translocation activity, % at 5 µM; 190,000 tested, 0.3% active; AID 1665;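 active = nuclear translocation activity above 50% at 5 µM, with a well cell count of 50 or more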;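 also: per-cell ratio of nuclear to cytoplasmic median beta-catenin stain intensity; plate controls were DMSO negative control for no effect and GSK-3 inhibitor IX positive control for full effect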
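assay system = human HeLa cells, endogenous beta-catenin | times = compound treatment 24 h, 37°C, 5% CO2 | detection = Anti-beta-catenin immunofluorescence on PFA-fixed, Triton-permeabilized cells, DAPI nuclei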
T cell modulator – modulates CD8 T cell binding to vesicles | 2C CD8+ T cell-vesicle binding, flow cytometry; hits give low values | calls only at 7 µM | 330,000 tested, 0.068% active;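 active = response, share of CD8 T cells binding vesicles, and their 90th percentile fluorescence all below set limits, cut at about 80% in these data, passing the limit was not always enough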
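Benchmarks: naked versus QL9-loaded vesicles / Assay system: purified 2C TCR transgenic mouse naive CD8+ T cells / Technique: high-throughput flow cytometry with anti-B7-1 and anti-CD8 staining / Timing: Cell–vesicle co-incubation 1.5 h at 37 °C, staining 20 min on ice / Read-out: percent CD8+ FL2 mean versus row control / Probe or stimulus: QL9-loaded Drosophila micro-vesicles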
West Nile virus CPE – inhibition of WNV-induced cytopathic effect – cell-based, CPE readout (AID 1621); West Nile virus-infected cells, CPE inhibition; higher % means a stronger effect; one-dose CPE inhibition, % at 10 µM; IC50 in µM for titrated hits; 290,000 tested, 0.02% active; in the data active = a potency from the dose series; also: strong numbers were not always called active
WT yeast gro inh – growth inhibition of WT yeast, mitochondrial fusion screen | mitochondrial fusion phenotypic screen, WT strain | inhibition, % at 10 µM | 190,000 tested, 2.1% active; in the data active = inhibition above about 58%; tested in S. cerevisiae
Myeloid diff 2 – promotes myeloid progenitor differentiation; AID 624256; 360,000 tested, 1% active; ER-HoxA9 myeloid progenitors, lysozyme-GFP differentiation, flow cytometry; calls only at 10 µM;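 active = normalized GFP-positive differentiation at or above the plate's own cutoff, the solvent-only control mean plus 3 SD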;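 also: cells exposed to compound for four days before flow analysis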
Ins promoter up – MIN6 insulin promoter up-regulation; 190,000 tested, 0.3% active; z-score at 5 µM; MIN6 insulin promoter-GFP reporter, high-content imaging; hits give high values; AID 1625;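 active = z-score above 3 at 5 µM with at least 500 cells counted in the well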
Lipid droplet – modulators of hepatic lipid droplet formation; AID 1656; 240,000 tested, 0.4% active; inhibition, % at 6.5 µM; AML12 mouse hepatocytes, oleate lipid droplets, BODIPY imaging;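 active = lipid droplet intensity inhibited by at least 50%, with more than 500 cells counted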
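System: AML12 hepatocytes (mouse). Probe or stimulus: oleic acid at 100 µM to induce lipid droplet formation. Times: overnight treatment with compound plus oleate. Detection: Image-based BODIPY and DAPI two-channel analysis. Evaluation: percent inhibition of filter-corrected integrated lipid droplet intensity per well.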
MT stabilize HCS – microtubule stabilizers in HeLa cells; AID 2205; 200,000 tested, 0.83% active; % tubulin-high responders, % at 10 µM; HeLa tubulin immunostaining HCS, 24 h; share of cells brighter than vehicle mean+2SD;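 active = plate Z-score above 3 for both tubulin-high and condensed-nucleus cell shares, with cell loss under 80%, at 10 µM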;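 also: anti alpha tubulin signal scored within the nucleus-defined area of each cell; some results filed as inactive read as strong as hits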
WT yeast gro inh mutant strain – further read-out of WT yeast gro inh, marked with its call; inhibition, %; mitochondrial fusion phenotypic screen, mutant strain inhibition
Ins promoter up cell count – further read-out of Ins promoter up, marked with its call; cell count; measured here: cytotoxicity, nuclei count;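 total cells summed across four imaged fields per well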
Lipid droplet cells 6.5 µM – further read-out of Lipid droplet, marked with its call; cell count; measured here: cell count, cytotoxicity flag;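 cells counted across two imaged fields per well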
b-catenin transl cell count 5 µM – recorded beside b-catenin transl, whose call it bears; cell count; measured here: cell count, cytotoxicity flag
T cell modulator vesicle-bound % – also measured in T cell modulator; calls as there; double positive events, %; measured here: CD8+ vesicle-bound cell fraction;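 binding gate set so that unloaded-vesicle control wells show 10% double positive cells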
MT stabilize HCS Hoechst-high % – recorded beside MT stabilize HCS, whose call it bears; % Hoechst-high responders; measured here: nuclear condensation Hoechst responders;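 share of cells brighter than vehicle mean plus two SD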
MT stabilize HCS cytotoxicity % – further read-out of MT stabilize HCS, marked with its call; toxicity, %; measured here: cytotoxicity by cell density;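 0% = mean cell density of plate MIN control wells and 100% = no cells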
Autophagy HCS cell loss 18 h – further read-out of Autophagy HCS, marked with its call; toxicity, %; measured here: cell loss, nuclei count;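 cell loss after 18 h compound exposure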
Myeloid diff 2 GFP+ MAC1+ % – recorded beside Myeloid diff 2, whose call it bears; GFP+ MAC1+ double positive, %; measured here: differentiation confirmed by MAC1 staining
* hit, by the source's call; i = inactive; . = no result given; + = active, no number.

entry	compound	Autophagy HCS	Autophagy HCS cell loss 18 h	b-catenin transl	b-catenin transl cell count 5 µM	T cell modulator	T cell modulator vesicle-bound %	West Nile virus CPE	WT yeast gro inh	WT yeast gro inh mutant strain
1	COc1ccc(NC2c3ccccc3C(=O)N2c2cccnc2)cc1Cl (stereo not drawn)	i	15	-2.1	1083	i	32	-0.2%	0	-6
2	CN(Cc1ccccc1F)Cc1cc(=O)oc2cc(O)c(Cl)cc12	.	.	.	.	i	36	-0.1%	.	.
3	O=C(CSc1n[nH]c(=O)[nH]c1=O)N1CCCCCC1	.	.	-0.3	1298	i	20	0.2%	.	.
4	COc1ccc(N2C(=O)S[C@@H]3CS(=O)(=O)C[C@@H]32)cc1	i	-13	-0.5	533	i	27	0.5%	-16	-10
5	COc1cccc(Oc2ccc(C(F)(F)F)cc2NC(=O)C2=COCCO2)c1	.	.	.	.	i	7	-1.2%	.	.
6	CCOC(=O)c1c(NC(=O)C2CCCO2)sc2c1CCC2 (stereo not drawn)	i	3	1.2	1215	i	41	0.2%	-3	15
7	Cc1ccc(NC(=O)c2cccc(N3C(=O)C4C5C=CC(C5)C4C3=O)c2)cc1C (stereo not drawn)	.	.	.	.	i	2	-0.8%	.	.
8	Cc1noc(C)c1COC(=O)c1ccc(N(C)C)cc1	i	-6	-0.1	1148	i	16	-0.7%	-31	-9
9	COc1ccc(C)cc1NC(=O)C(OC(=O)c1cc(C)oc1C)c1ccccc1 (stereo not drawn)	i	3	-0.4	1091	i	56	-0.6%	17	-3
10	O=C(Cc1c(F)cccc1Cl)OCN1C(=O)c2ccccc2C1=O	.	.	.	.	i	33	0.4%	.	.
11	NC(=O)NC(=O)CSc1nc2cc([N+](=O)[O-])ccc2n1-c1cccc(C(F)(F)F)c1	.	.	0.3	1361	i	38	-0.4%	.	.
12	CC(NS(=O)(=O)OCC(Cl)(Cl)Cl)c1ccc(Br)cc1 (stereo not drawn)	.	.	.	.	i	29	-0.6%	.	.

entry	Myeloid diff 2	Myeloid diff 2 GFP+ MAC1+ %	Ins promoter up	Ins promoter up cell count	Lipid droplet	Lipid droplet cells 6.5 µM	MT stabilize HCS	MT stabilize HCS Hoechst-high %	MT stabilize HCS cytotoxicity %
1	i	2.6	.	.	25	673	6.8	2.2	0.9
2	i	2.3	.	.	-4	824	.	.	.
3	i	0.6	0.43	1045	12	757	.	.	.
4	i	0.5	0.84	1371	10	784	3.1	1.9	10
5	i	1.2	.	.	-17	842	.	.	.
6	i	1.0	-0.46	1323	17	770	4.7	1.4	11
7	i	0.1	.	.	1	597	.	.	.
8	i	0.5	0.4	1058	0	697	3.3	3.1	7.7
9	i	0.5	-0.77	1458	3	676	2.8	1.9	5.0
10	i	0.8	.	.	5	732	.	.	.
11	i	0.0	-0.78	1018	1	692	.	.	.
12	i	2.2	.	.	-11	821	.	.	.

Going on with the list.
entry	compound	Autophagy HCS	Autophagy HCS cell loss 18 h	b-catenin transl	b-catenin transl cell count 5 µM	T cell modulator	T cell modulator vesicle-bound %	West Nile virus CPE	WT yeast gro inh	WT yeast gro inh mutant strain
13	CCCC(C)n1[nH]c(=O)cc1N (stereo not drawn)	i	5	-2.3	546	i	38	0.2%	-4	13
14	CCOC(=O)c1c(-c2ccccc2)csc1NC(=O)c1cc2ccccc2oc1=O	i	-8	-0.8	1141	i	52	0.4%	10	4
15	COc1ccc2[nH]cc(C=O)c2c1	i	-6	-2.3	1303	i	64	0.4%	-2	-7
16	COc1ccc(CNC(=O)C[C@H]2C(=O)N(c3ccccc3)C[C@@H]2Cc2ccccc2)cc1	.	.	.	.	i	12	-1.3%	.	.
17	NNc1nc2c(F)cc(F)cc2s1	i	15	-0.3	975	i	44	-0.9%	41	31
18	Cc1sc(NC(=O)CCC(=O)O)c(C#N)c1C	i	-8	1.9	1068	i	31	-0.1%	10	8
19	CSC1=C(C#N)C(c2ccncc2)C(C(=O)Nc2ccccc2)=C(C)N1 (stereo not drawn)	i	-32	-2.7	1042	i	22	-0.9%	5	3
20	CC1CC(=O)NN=C1c1ccc(NCCO)c([N+](=O)[O-])c1 (stereo not drawn)	i	-12	1.7	670	i	30	.	10	15
21	O=C(CSc1nnc2c(n1)[nH]c1ccc(F)cc12)NCc1ccc(F)cc1	.	.	.	.	i	36	1.6%	.	.
22	Cc1ccccc1Cn1cnc2c(NS(C)(=O)=O)c(C)c(C)cc21	i	36	0.0	1064	i	13	-0.8%	-8	38
23	O=C(O)c1ccc(NS(=O)(=O)c2ccc3c(c2)OCCO3)cc1	i	7	.	.	i	62	-0.2%	5	-3
24	COc1cc(S(=O)(=O)N2CCN(C)CC2)ccc1Cl	i	-3	0.2	1064	i	32	0.1%	-6	12

entry	Myeloid diff 2	Myeloid diff 2 GFP+ MAC1+ %	Ins promoter up	Ins promoter up cell count	Lipid droplet	Lipid droplet cells 6.5 µM	MT stabilize HCS	MT stabilize HCS Hoechst-high %	MT stabilize HCS cytotoxicity %
13	i	1.0	.	.	-23	734	2.8	2.9	8.8
14	i	0.4	-0.38	1431	8	626	5.3	1.9	6.5
15	i	0.5	0.79	1503	.	.	1.8	1.4	5.0
16	i	2.4	.	.	-2	819	.	.	.
17	+	7.5*	-2.4	689	11	597	1.6	1.2	3.9
18	i	0.2	-0.01	1299	-1	698	2.1	1.5	14
19	i	0.3	0.32	1566	-4	696	2.8	1.8	2.0
20	i	5.7	-0.04	1936	3	664	3.6	2.5	11
21	i	1.4	.	.	-1	622	.	.	.
22	i	1.1	0.28	1810	-28	674	2.1	1.9	3.7
23	i	1.2	1	793	.	.	2.3	2.8	2.6
24	i	3.4	0.35	1149	-6	727	2.3	1.7	12

Rewritten as tab-separated lines: 10 of the compounds above
item	SMILES	Autophagy HCS	Autophagy HCS cell loss 18 h	b-catenin transl	b-catenin transl cell count 5 µM	T cell modulator	T cell modulator vesicle-bound %	West Nile virus CPE	WT yeast gro inh	WT yeast gro inh mutant strain	Myeloid diff 2	Myeloid diff 2 GFP+ MAC1+ %	Ins promoter up	Ins promoter up cell count	Lipid droplet	Lipid droplet cells 6.5 µM	MT stabilize HCS	MT stabilize HCS Hoechst-high %	MT stabilize HCS cytotoxicity %
12	CC(NS(=O)(=O)OCC(Cl)(Cl)Cl)c1ccc(Br)cc1 (stereo not drawn)	.	.	.	.	i	29	-0.6%	.	.	i	2.2	.	.	-11	821	.	.	.
13	CCCC(C)n1[nH]c(=O)cc1N (stereo not drawn)	i	5	-2.3	546	i	38	0.2%	-4	13	i	1.0	.	.	-23	734	2.8	2.9	8.8
14	CCOC(=O)c1c(-c2ccccc2)csc1NC(=O)c1cc2ccccc2oc1=O	i	-8	-0.8	1141	i	52	0.4%	10	4	i	0.4	-0.38	1431	8	626	5.3	1.9	6.5
15	COc1ccc2[nH]cc(C=O)c2c1	i	-6	-2.3	1303	i	64	0.4%	-2	-7	i	0.5	0.79	1503	.	.	1.8	1.4	5.0
16	COc1ccc(CNC(=O)C[C@H]2C(=O)N(c3ccccc3)C[C@@H]2Cc2ccccc2)cc1	.	.	.	.	i	12	-1.3%	.	.	i	2.4	.	.	-2	819	.	.	.
17	NNc1nc2c(F)cc(F)cc2s1	i	15	-0.3	975	i	44	-0.9%	41	31	+	7.5*	-2.4	689	11	597	1.6	1.2	3.9
18	Cc1sc(NC(=O)CCC(=O)O)c(C#N)c1C	i	-8	1.9	1068	i	31	-0.1%	10	8	i	0.2	-0.01	1299	-1	698	2.1	1.5	14
19	CSC1=C(C#N)C(c2ccncc2)C(C(=O)Nc2ccccc2)=C(C)N1 (stereo not drawn)	i	-32	-2.7	1042	i	22	-0.9%	5	3	i	0.3	0.32	1566	-4	696	2.8	1.8	2.0
20	CC1CC(=O)NN=C1c1ccc(NCCO)c([N+](=O)[O-])c1 (stereo not drawn)	i	-12	1.7	670	i	30	.	10	15	i	5.7	-0.04	1936	3	664	3.6	2.5	11
21	O=C(CSc1nnc2c(n1)[nH]c1ccc(F)cc12)NCc1ccc(F)cc1	.	.	.	.	i	36	1.6%	.	.	i	1.4	.	.	-1	622	.	.	.

Continued.
entry	compound	Autophagy HCS	Autophagy HCS cell loss 18 h	b-catenin transl	b-catenin transl cell count 5 µM	T cell modulator	T cell modulator vesicle-bound %	West Nile virus CPE	WT yeast gro inh	WT yeast gro inh mutant strain
25	Cc1ccc2cccc(NC(=S)NC(=O)c3ccccc3)c2n1	i	-5	0.9	1347	i	25	1.6%	-16	-4
26	O=C(CCS(=O)(=O)c1ccccc1)N1CCN(c2ccc(F)cc2)CC1	.	.	.	.	i	13	-1.1%	.	.
27	COc1ccc(N2C(=O)CCC2(C#N)c2ccc(OC)cc2)cc1 (stereo not drawn)	i	-2	1.0	918	i	21	-0.1%	-20	-20
28	CN1C(=O)[C@@H]2[C@@H]3C[C@@H]([C@H]4ON=C(c5ccc(Cl)cc5)[C@@H]34)[C@@H]2C1=O	i	9	-1.9	1084	i	49	-0.9%	-1	5

entry	Myeloid diff 2	Myeloid diff 2 GFP+ MAC1+ %	Ins promoter up	Ins promoter up cell count	Lipid droplet	Lipid droplet cells 6.5 µM	MT stabilize HCS	MT stabilize HCS Hoechst-high %	MT stabilize HCS cytotoxicity %
25	i	6.0	-0.82	1654	.	.	0.9	1.0	4.1
26	i	1.6	.	.	-5	639	.	.	.
27	i	1.5	-0.62	1427	10	663	2.9	2.2	12
28	i	0.6	-0.31	1403	-4	668	4.8	1.7	2.7
